Source: PubChem
Sm TGR block: blocks Schistosoma mansoni thioredoxin glutathione reductase; Potency, µM (top dose mostly 114 µM), for the others: top-dose activity change, negative = inhibition, actives largely listed as inhibitors; Q962Y6; purified TGR, DTNB reduction, TNB absorbance 405 nm; 3% of 360,000 active; further: potency means the concentration at half of the fitted maximal effect; nearly all actives have a fitted effect of over 60% in size
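First, TGR (20 nM dispensed) and NADPH were mixed with compound. Second, a 15 min room-temperature incubation followed. Third, further NADPH and then DTNB were added to start the reaction. Finally, TNB absorbance was monitored kinetically.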
HCMV inh: human cytomegalovirus inhibition; HFF cells, HCMV-luciferase reporter, 72 h; hits give low values; activity change, negative = inhibition, % at 57.5 µM; 4.5% of 410,000 active; AID 1259415; in the data active means activity change below about -60%; inconclusive means no clear call, values can overlap the other calls; inactive means above about -39%
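Human foreskin fibroblasts infected with luciferase-reporter HCMV at MOI 1 PFU/cell, compounds at two doses. Luciferase measured 72 h post infection; normalized to buffer-only basal and Salinomycin (10uM) controls.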
AmpC no deterg: blocks E. coli AmpC beta-lactamase in detergent-free assay; AmpC nitrocefin hydrolysis, absorbance 480 nm, 0.0001% Triton; Potency, µM (top dose mostly 57.1 µM), inactives show top-dose activity change, negative = inhibition, hits mostly inhibitors; 0.52% of 330,000 active;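 further: potency means the concentration at half of the fitted maximal effect; plate controls were no compound for no effect and no enzyme for full effect; nearly all actives have a fitted effect of over 20% in size; some results filed as inactive show a strong effect at the top dose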
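AmpC (5.3 nM in the dispensed reagent) in 20 mM phosphate pH 7.0 with 0.01% (detergent screen) or 0.0001% Triton X-100 was preincubated with compounds for 15 min at room temperature. Nitrocefin was then added from an 800 uM solution, and hydrolysis was followed at 480 nm.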
AmpC inh detg: AmpC beta-lactamase inhibition with detergent present; AmpC hydrolysis of nitrocefin, absorbance 480 nm, 0.01% Triton; Potency, µM (titrated, usually from 114 µM), without a hit: at the highest dose activity change, negative = inhibition, most hits filed as inhibitors; 0.041% of 370,000 active;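 further: potency means the concentration at half of the fitted maximal effect; 0% = no-compound wells and -100% = no-enzyme wells; nearly all actives have a fitted effect of over 25% in size; some results filed as inactive show a strong effect at the top dose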
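AmpC (5.3 nM in the dispensed reagent) in 20 mM phosphate pH 7.0 with 0.01% (detergent screen) or 0.0001% Triton X-100 was preincubated with compounds for 15 min at room temperature. Nitrocefin was then added from an 800 uM solution, and hydrolysis was followed at 480 nm.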
FBPA Giardia inh: Giardia lamblia aldolase inhibition. Potency, µM (highest dose often 59.6 µM), without a hit: at the highest dose activity, negative = inhibition, hits mostly inhibitors. purified Giardia FBPA. A8B2U2. 0.71% of 290,000 active. AID 2451; further: potency means the concentration at half of the fitted maximal effect; nearly all actives have a fitted effect of over 55% in size
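Giardia FBPA (40 nM reagent) was preincubated 10 min at RT with compound (up to 57.5 uM final), then substrate plus GAPDH/TPI/NAD/arsenate coupling system with diaphorase/resazurin was added; resorufin fluorescence (525/598 nm) was read after 20 min.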
HCV inh: blocks hepatitis C virus; Huh7.5.1 HCVcc-Cre infection, luciferase reporter, 44 h; Potency, µM (series often up to 41.8 µM), inactives show top-dose activity change, negative = inhibition, usual class: inhibitors; 3.4% of 340,000 active; further: potency means the concentration at half of the fitted maximal effect
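Compounds are dispensed onto cells plated 4 h earlier at 1,000 per well, with HCVcc-Cre virus (about 0.5 moi) added next. Following 44 h of culture, luminescent signal is measured for 15 sec after 15 min with substrate at room temperature.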
* marks the source's active call; other numbers are inactive results; ? = inconclusive; nt = no result given; & = joins results of further samples; [ ] = dose if it differs, or a comment. Unless noted, the call rests on the fitted dose curve; in most records, active means well fitted curve in the direction sought with a large enough effect; inconclusive means small, poorly fitted or top-dose-only effect, or another doubt; inactive means no such curve, though single readings can be large; an effect the other way counts as inactive or inconclusive. Unless noted, on the % scale 0 is the no-effect control and ±100 the full control effect.

SMILES | Sm TGR block | HCMV inh | AmpC no deterg | AmpC inh detg | FBPA Giardia inh | HCV inh
CCOc1ccc(CN2CCc3nc(N4CCN(c5ccccc5OC)CC4)ncc3C2)cc1OC | 0% | ? | nt | -3% | nt | nt
COc1ccc(-c2cn3cc(C)ccc3n2)cc1F | -4%[57.1 µM] | 63 | 3% | 3% | ? | 0%
CC(C)CCOC(=O)C(C)Sc1n[nH]c(=O)[nH]c1=O (stereo unspecified) | 4% | -15 | -10% | 4% | 1% | 17%
COCCNC(=O)c1csc(Nc2cccc3ccccc23)n1 | -22% | 34 | 0% | -15% | -4% | -13%
Cc1nc2ccc(N=NC3=C(O)CCCC3=O)cc2s1 | -33% | -13 | -21% | ? | -3% | -3%
c1ccc(CN2CCN(c3nc(NCc4ccco4)c4ccccc4n3)CC2)cc1 | -24% | -34 | 18% | 2% | -13% | ?
Cc1nn(C)c2ncc(C(N)=O)c(Oc3cccnc3)c12 | -8% | 25 | -9% | -7% | 6% | 10%
O=C(Cc1cc(=O)[nH][nH]1)N/N=C/C=C/c1ccccc1 | -12%&1% | 22 | -20%&-23% | -3%&5% | -4%&-4% | -10%
Clc1cccc(-c2csc(-c3nc(-c4ccc(Br)s4)cs3)n2)c1 | 6% | -1 | nt | 16% | nt | nt
Cc1cccc(NC(=O)CCS(=O)(=O)c2ccc3c(c2)NC(=O)CS3)n1 | 2% | 3 | -29% | 3% | nt | 9%
COc1ccc(C(CNC(=O)C(CCSC)NC(=O)c2ccccc2Cl)N2CCOCC2)cc1 (stereo unspecified) | 1% | -9 | 13% | 0% | nt | 0%
CC(C)=CCC/C(C)=C/CC/C(C)=C/CC/C(C)=C/CC1=C(C)C(=O)c2ccccc2C1=O | 32µM* | 65 | -21% | 1% | ? | -24%
CCOc1c(Cl)cc(C2NC(=O)NC(C)=C2C(=O)NCc2ccccc2)cc1OC (stereo unspecified) | 3% | 35 | 0% | ? | 0% | nt
CCc1ccc(-c2ccc(SCC(=O)NCC3CCCO3)nn2)cc1 (stereo unspecified) | 4% | 49 | 25% | 1% | -2% | -1%
CCc1c(C)nc2ncnn2c1N1CCC(C(=O)Nc2ccc(C)cc2)CC1 | 32% | -86* | 31% | ? | 12% | ?
CN(/C(=N\S(=O)(=O)c1ccccc1)c1ccccc1)c1ccc(O)cc1 | 6% | 12 | -25% | 0% | 1% | 10%
O=C1N/C(=C\c2ccsc2)C(=O)N1Cc1ccc(F)cc1 | 8% | -8 | -24% | -12% | 3% | -3%
CCCOc1ccc(N2C(=O)CC(N3CCC(C(=O)OCC)CC3)C2=O)cc1 (stereo unspecified) | 0% | 14 | 71%[activator] | -12% | 7% | 7%
O=C1C2C3C=CC(C3)C2C(=O)N1c1ccc(Cc2ccncc2)cc1 (stereo unspecified) | 8% | -67* | -5% | 4% | 4% | -28%
CN(CC(=O)NCCc1ccc(S(N)(=O)=O)cc1)CC(=O)Nc1ccc(F)c(F)c1F | nt | 20 | -17% | nt | nt | -10%
CCCOc1ccc(C(=O)NNC(=O)CCNC(=O)c2ccccc2Cl)cc1OC | -1% | -25 | -7% | -16% | nt | 24%
CCOc1ccc(NC(=O)CSc2nnc(COc3c(C)cccc3C)o2)cc1 | -4% | 1 | -23% | -9% | 3% | -1%&3%
CS(=O)(=O)Nc1cccc(-c2cnc3ccccc3n2)c1 | -12% | 134 | -11% | -5% | -3% | -19%
COc1ccc2cc(C(=O)N3CCN(C)CC3)[nH]c2c1 | 11% | 68 | 0% | -4% | 3% | 6%
COc1ccc(-n2c(O)c(C=NCCN(C)C)c(=O)[nH]c2=O)cc1 | -34% | 31 | -9% | 1% | 7% | 22%
COc1ccc(CNC(=O)Cn2ncn3cccc3c2=O)cc1 | -5% | 55 | 1% | -8% | 1% | nt
CC(C)(C)CC(C)(C)c1ccc(OCCOCC[N+](C)(C)Cc2ccccc2)cc1 | 2% | -94* | 361%[activator] | 1% | 2% | ?
COc1cc(C(=O)NCC(=O)N/N=C/c2ccc(-c3ccc([N+](=O)[O-])cc3)o2)cc(OC)c1OC | -25% | 23 | 77%[activator] | -12% | -1% | -28%
COc1cccc(Cc2nc3ccccc3nc2SCC(=O)NCCc2ccccc2)c1 | 1% | -21 | nt | -3% | nt | nt
COc1ccc(OC)c2sc(N(Cc3cccnc3)C(C)=O)nc12 | 2% | 0 | nt | 3% | nt | nt
COc1ccc(-c2cn(-c3ccc(C)cc3)c(S(=O)(=O)CC(=O)Nc3ccc(F)cc3)n2)cc1 | -3% | 22 | nt | -4% | nt | nt
CCN(CC)S(=O)(=O)c1ccc(C(=O)N(c2ccccc2)C2C=CS(=O)(=O)C2)cc1 (stereo unspecified) | 6% | 4 | 13% | 1% | 5% | 24%
CC(C)C[C@H](NC(=O)c1ccc(OC2CCN(C(=O)C3CC3)CC2)cc1)C(N)=O | -7% | 28 | 2% | -3% | 2% | 13%
Cc1ccc(C(=O)NNC(=S)NC(=O)c2ccc(Cl)cc2Cl)cc1 | -1% | -20 | -36% | -8% | ? | ?
COc1ccc(CC(C#N)(CO)c2nc3ccccc3[nH]2)cc1 (stereo unspecified) | 0% | 13 | -20% | 1% | 0% | -15%
O=C(NC1CCCC1)C(c1ccc(Cl)cc1)N1CCN(C2CCCCC2)CC1 (stereo unspecified) | -6% | -9 | 0% | -2% | 1% | -9%
Cc1cccc(Nc2nc(-c3ccccn3)cs2)n1 | -5% | -7 | -21% | ? | -5% | 7.1µM*
CC(=O)c1ccc2noc(-c3cccc(C)c3)c2c1 | 18µM* | ? | -4% | ? | 7% | 1%
Cn1nc(-c2ccccc2)cc1NC(=O)c1ccccc1 | 3% | 10 | -2% | -8% | 3% | 2%
CCc1cc(=O)oc2cc(C)cc(OC(C)C(=O)O)c12 (stereo unspecified) | 7% | -11 | -4% | 0% | 18% | 0%
CCOC(=O)c1ccc(NC(=O)N2CCN(c3cccc(OC)c3)CC2)cc1 | 18% | 1 | -44% | -3% | -6% | ?
CSCC[C@H](NS(=O)(=O)c1ccc(C)cc1)C(=O)N1CCC(C(=O)N[C@@H](Cc2ccc(O)cc2)C(=O)O)CC1 | 7% | 10 | 3% | ? | -1% | -48%
COc1cccc(NC(=O)c2c(N3CCCC3=O)c3cc(C)ccc3n2C)c1 | -3% | -9 | nt | 16% | nt | nt
Cc1ccc(S(=O)(=O)NC(=O)Nc2c(C)n(C)n(-c3ccccc3)c2=O)cc1 | 0% | 36 | -26% | ? | -3% | 11%
CCCOc1ccccc1/C=C(\C#N)C(=O)Nc1cccc(C)n1 | 13% | -11 | -22% | 2% | 0% | ?
CC(=O)c1ccc(S(=O)(=O)N2CCN(C(=O)c3ccc(-n4nc(C)c(Cl)c4C)cc3)CC2)cc1 | -13% | -90* | 6% | -9% | nt | 6.3µM*
CC/C(=N/Nc1ccccc1Cl)c1cnnc(-c2ccccc2)n1 | 1% | -30 | -20% | ? | 1% | ?
COC(=O)c1ccc(Cn2nc(C)c(Br)c2C)cc1 | 0% | -6 | -5% | -7% | 11% | ?
CCCCOP(=O)(c1ccc(N(C)C)cc1)C(O)c1ccccc1F (stereo unspecified) | -21% | 7 | 73%[activator] | ? | 4% | -9%
CCOc1cc(/C=N/NC(=O)c2cccnc2)ccc1OC(=O)c1ccco1 | 0% | 5 | -1% | 1% | 0% | 17%
CCOC(=O)C1=CN(Cc2cccc(F)c2)S(=O)(=O)N(CC)C1c1ccc(F)c(Cl)c1 (stereo unspecified) | nt | ? | -25% | nt | nt | ?
CC1CCCN(c2cc3c(cc2F)c(=O)c(S(=O)(=O)c2cccc(Cl)c2)cn3Cc2ccccc2)C1 (stereo unspecified) | -1% | -26 | nt | 0% | nt | nt
O=C(Nc1cccc(O)c1)c1ccc(S(=O)(=O)N2CCCCCC2)cc1 | -4% | 18 | -36% | -1% | 8% | 3%
O=C(Nc1ccc(C(=O)N2CCN(c3ccccn3)CC2)cc1)c1ccc(Br)o1 | 45µM* | -1 | -7% | -3% | nt | 2%
O=C(/C(=C\c1ccccc1)c1nc2ccccc2[nH]1)c1ccc(Cl)cc1 | -9% | -87* | -43% | -3% | 12% | ?
CCN(CC(=O)NCc1ccc(Cl)cc1)C(=O)c1cc2ccccc2o1 | 2% | 66 | 80%[activator] | 1% | 3% | -25%
Cc1cc(=O)oc2cc(NC(=O)c3ccc(OC(F)F)cc3)ccc12 | -3% | -8 | -23% | -7% | 2% | -7%
O=C(Nc1ccc2nc(SCC(=O)N3CCOCC3)sc2c1)c1ccc(Br)cc1 | -3% | -4 | nt | 18% | nt | nt
Cc1ccc(-c2nnn(CC(=O)NC(=O)NC3CCCCC3)n2)cc1 | 5% | -13 | 27% | -12% | nt | 5%
O=C1CN(S(=O)(=O)c2ccc(Cl)cc2C(F)(F)F)CCN1 | 4% | -60* | -21% | -2% | -1% | 13%

Reprinted from the part before: six compounds, followed by the next part.
SMILES | Sm TGR block | HCMV inh | AmpC no deterg | AmpC inh detg | FBPA Giardia inh | HCV inh
O=C(/C(=C\c1ccccc1)c1nc2ccccc2[nH]1)c1ccc(Cl)cc1 | -9% | -87* | -43% | -3% | 12% | ?
CCN(CC(=O)NCc1ccc(Cl)cc1)C(=O)c1cc2ccccc2o1 | 2% | 66 | 80%[activator] | 1% | 3% | -25%
Cc1cc(=O)oc2cc(NC(=O)c3ccc(OC(F)F)cc3)ccc12 | -3% | -8 | -23% | -7% | 2% | -7%
O=C(Nc1ccc2nc(SCC(=O)N3CCOCC3)sc2c1)c1ccc(Br)cc1 | -3% | -4 | nt | 18% | nt | nt
Cc1ccc(-c2nnn(CC(=O)NC(=O)NC3CCCCC3)n2)cc1 | 5% | -13 | 27% | -12% | nt | 5%
O=C1CN(S(=O)(=O)c2ccc(Cl)cc2C(F)(F)F)CCN1 | 4% | -60* | -21% | -2% | -1% | 13%
COc1ccc([N+](=O)[O-])cc1NC(=O)CSCc1ccccc1 | -3% | -19 | -29% | -11% | 0% | -30%
CCOc1cc(C2NC(=S)NC(C)=C2C(=O)Nc2ccccc2)ccc1O (stereo unspecified) | -2% | 0 | -42% | 3% | -1% | 13%
c1csc(-c2cnc3n2CCCC3)c1 | 3% | -26 | -21% | ? | -22% | ?
O=C(Cc1ccc(Cl)cc1)Nc1ccc(N2CCN(C(=O)c3ccco3)CC2)c(Cl)c1 | 0% | -12 | -8% | ? | 5% | ?
Cc1ccc2c(c1)C(c1ccccc1)N(C(=O)c1cccc([N+](=O)[O-])c1)CC(=O)N2 (stereo unspecified) | 1% | -21 | -10% | -1% | 7% | -17%
C/C(N)=C(/C#N)C(=O)CSc1nc(-c2ccccc2)c(-c2ccccc2)o1 | 9% | -30 | 0% | 10% | -6% | -28%
CC1=C(C(=O)Nc2ccccc2)C(c2ccc(C(=O)O)cc2)n2nc(SCC(=O)c3ccc(C)cc3)nc2N1 (stereo unspecified) | 1% | -7 | nt | 9% | nt | nt
